Polio RdRp inh = inhibitors of poliovirus RNA polymerase binding and polymerization; P03300; poliovirus polymerase elongation, fluorescence polarization; active compounds read low; % elongation, % (compound at 16.7 µg/mL); actives 0.66% (n = 150,000); AID 588519; in the data active means % elongation below about 90%; further: some results filed as inactive read as strong as hits
Target sequence (P03300 1749-2209 limits assumed): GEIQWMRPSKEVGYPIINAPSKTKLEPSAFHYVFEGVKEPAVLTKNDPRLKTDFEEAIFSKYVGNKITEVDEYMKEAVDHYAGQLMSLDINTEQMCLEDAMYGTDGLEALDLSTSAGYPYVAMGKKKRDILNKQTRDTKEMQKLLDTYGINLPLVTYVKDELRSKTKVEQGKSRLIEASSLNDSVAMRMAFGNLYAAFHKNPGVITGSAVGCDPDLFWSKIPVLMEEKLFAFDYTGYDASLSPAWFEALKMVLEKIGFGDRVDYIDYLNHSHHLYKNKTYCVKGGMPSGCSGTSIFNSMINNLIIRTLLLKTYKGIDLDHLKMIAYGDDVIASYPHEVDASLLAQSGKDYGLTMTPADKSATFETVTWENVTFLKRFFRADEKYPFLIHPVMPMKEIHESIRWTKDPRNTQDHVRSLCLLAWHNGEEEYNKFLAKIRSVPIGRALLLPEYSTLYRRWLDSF
Polio RdRp inh FP z-score = second read-out of Polio RdRp inh, no call of its own (marks repeat the call); z-score; measured here: FP z-score; hits read low
Numbers without * were called inactive. Not all compounds are listed. The share of hits here may be higher or lower than overall.

SMILES,Polio RdRp inh,Polio RdRp inh FP z-score
Cc1ccc(NC(=O)c2cc(S(=O)(=O)N(C)C3CCCCC3)ccc2F)cc1C,103.0,-1.1
CCN(Cc1ccccc1)C(=O)CN1C(=O)COc2ccc(S(=O)(=O)N3CCOCC3)cc21,117.0,0.2
O=C(Nc1cccc(C(=O)N2CCN(c3ccccc3F)CC2)c1)c1nsc2ccccc12,104.0,-0.8
Cc1nn(-c2ccccc2)nc1C(=O)Nc1ccccc1C(=O)NCC1CC1,103.0,0.3
O=C(OCc1nnc(-c2ccccc2)o1)c1cccnc1SCc1nnc(-c2ccccc2)o1,102.0,0
O=C(NC1CCCC1)c1csc2c1CCCC2,104.0,1.3
Cn1c(SCc2ccccc2)nnc1C1CCCN1S(C)(=O)=O (centres undefined),102.0,0
COc1ccc(C(=O)OCC2CC(c3ccccc3)=NO2)cc1OC (centres undefined),105.0,1.1
Cc1cccc(C)c1NC(=O)C1C2C=CC(C2)C1C(=O)O (centres undefined),100.0,0.2
COc1ccccc1-c1c(C)nn2c(N3CCN(c4ccc(Cl)cc4)CC3)cc(C)nc12,103.0,-0.5
CN(C)C(=O)N1CCC(C(=O)N2CCC3(CC2)OCCO3)CC1,103.0,0.6
COc1ccc(CNS(=O)(=O)N(C)C)cc1,104.0,0
Cc1ccc2nc(CCCC(=O)OC(C)C)[nH]c2c1,102.0,-0.2
CS(=O)(=O)c1ccc2nc(NC(=O)CS(=O)(=O)c3ccc(Cl)cc3)sc2c1,101.0,-1.2
CC1CCCCC1NC(=O)c1ccc(/C=C2/Sc3ccccc3NC2=O)cc1 (centres undefined),104.0,1.1
Cc1ccc(Cl)cc1NC(=O)c1csnn1,95.0,-0.8
Cc1noc2nc(-c3cccs3)cc(C(F)(F)F)c12,103.0,0.5
COc1ccc(-c2cn3c(n2)sc2cc(C(=O)NCc4ccccc4OC)ccc23)cc1,107.0,0.3
CCC(=O)N(Cc1cc2ccc(C)cc2n2nnnc12)C1CCCCC1,103.0,0.3
CCOC(=O)N1CCC(NC(=O)CCn2cccc2)CC1,103.0,1.3
Cc1cc(NC(=O)COC(=O)C2(c3ccc(Cl)cc3)CCCC2)no1,103.0,0
Cc1cccc(N2CCN(C(=O)CCNS(=O)(=O)c3cccc4nsnc34)CC2C)c1 (centres undefined),100.0,0.1
Cc1ccc2c(c1)NC(=O)c1cc(S(=O)(=O)N3CC(C)OC(C)C3)ccc1O2 (centres undefined),104.0,0.9
N#CCn1cc(C(=O)C(F)(F)F)c2ccccc21,101.0,0
COc1ccc(C(=O)Nc2ccc(-c3nc4ccccc4s3)c(Cl)c2)cc1Cl,99.0,-0.5
CCc1ccc(C2c3c(-c4ccccc4)n[nH]c3C(=O)N2c2ccc(C(=O)O)cc2)cc1 (centres undefined),105.0,-0.6
COc1ccc(/C=C(/NC(=O)c2ccccc2)C(=O)N2CC(C)OC(C)C2)cc1 (centres undefined),105.0,1
CC(Oc1ccc2c(c1)OCO2)C(=O)c1ccc(OC(F)F)cc1 (centres undefined),100.0,-0.4
COc1ccc(-c2noc(=O)n2Cc2ccccc2)cc1,103.0,0.4
O=C(Cn1ncc2c3ccccc3n(Cc3cccc(Cl)c3)c2c1=O)Nc1ccc(F)cc1F,133.0,2.6

Entries shown so far containing a thiophene ring, fused or not (2):
SMILES,Polio RdRp inh,Polio RdRp inh FP z-score
O=C(NC1CCCC1)c1csc2c1CCCC2,104.0,1.3
Cc1noc2nc(-c3cccs3)cc(C(F)(F)F)c12,103.0,0.5

Fetched by structure from the entries so far, 3 records:
SMILES,Polio RdRp inh,Polio RdRp inh FP z-score
CC1CCCCC1NC(=O)c1ccc(/C=C2/Sc3ccccc3NC2=O)cc1 (centres undefined),104.0,1.1
Cc1nn(-c2ccccc2)nc1C(=O)Nc1ccccc1C(=O)NCC1CC1,103.0,0.3
CC(Oc1ccc2c(c1)OCO2)C(=O)c1ccc(OC(F)F)cc1 (centres undefined),100.0,-0.4

Later entries.
SMILES,Polio RdRp inh,Polio RdRp inh FP z-score
CCCCn1c(=O)c2oc3ccccc3c2n(CC(=O)Nc2cccc(Cl)c2C)c1=O,104.0,-0.5
Cc1ccc(SCC(=O)N(c2ccccc2)C(C)C)cc1,102.0,0
O=C(NCCSc1nc2ccccc2o1)c1ccccc1,101.0,0
CCOC(=O)Cc1cc(C(=O)c2ccc(OC)cc2)sc1-c1ccc(OC)cc1,101.0,0
CCOC(=O)NC(=S)c1cccn1C,102.0,-0.3
CC(=O)N1CC(c2cnc(-c3ccccc3)c(C)c2)C=C(C)C1c1ccccc1 (centres undefined),103.0,-0.1
CCOC(=O)c1c(-c2cccs2)csc1NC(=O)CN1CCC(C)CC1,99.0,-0.5
CCc1ccc(-n2c(=O)c3ccccc3n(CC(=O)NCCc3ccc(OC)c(OC)c3)c2=O)cc1,106.0,-0.1
O=C(c1ccc(Cl)cc1)C1CN(Cc2ccco2)CCC1(O)c1ccc(Cl)cc1 (centres undefined),101.0,-0.6
Cc1cc(C)c(C#N)c(SCC(=O)n2nc(C)cc2C)n1,104.0,0.5
COc1cc(CN(C)C(=O)C2CCN(C(C)=O)CC2)ccc1OCc1ccccc1,101.0,-0.4
CNC(=O)c1cc2c(s1)CCCCCC2,100.0,0
CCN(c1ccccc1)c1nnc(NC(=O)Nc2ccc(C)cc2)s1,113.0,1.2
CCOc1ccc(CNC(=O)c2ccc3c(c2)sc2nc(-c4ccccc4)cn23)cc1,111.0,1.1
O=C(Sc1ccc(Cl)cc1)c1ccc(-c2cccs2)s1,104.0,0.2
CC1=C(c2ccc(Cl)cc2)S(=O)(=O)N=C1N1CCC(C(=O)NCc2ccccc2F)CC1,101.0,-0.3
CCOC(=O)c1cc2c(ccn2-c2ccc(F)cc2)n1CC(=O)N1CCc2ccccc21,101.0,-0.3
Cc1ccc(-n2ncc3c(NNC(=O)c4ccco4)ncnc32)c(C)c1,102.0,0.8
Cc1cc(-c2ccccc2)n2nc(-c3cccc(Br)c3)cc2n1,109.0,1.3
CCC(=O)N(c1nnc(SCC(=O)N2CCC(c3ccccc3)=N2)s1)C1CC1,96.0,-0.5
O=C(NCCCN1CCCC1=O)c1ccc(Cn2c(SCc3ccccc3)nc3ccncc32)cc1,100.0,-0.2
COc1cccc(NC(=O)c2ccccc2S(C)(=O)=O)c1,99.0,-0.5
COC(=O)c1ccc(C2c3c(oc4cc(C)c(C)cc4c3=O)C(=O)N2c2ccccn2)cc1 (centres undefined),109.0,0.6
CCn1c(C(=O)N2CCC(C(=O)N3CCCCC3)CC2)cc2sccc21,102.0,-0.3
O=C(C/C(=C1/Cc2ccccc2C1=O)c1ccccc1)c1ccccc1,103.0,-0.1
CCCCN(C)c1ccc(C(=O)OC)cc1NC(=S)Nc1cccc(C)c1,102.0,0.2
Clc1cccc(Nc2nnc(-c3ccc(Br)cc3)o2)c1,102.0,0
CCCCn1c(CNC(=O)c2ccc(OC)cc2)nnc1SCC(=O)Nc1ccccc1,98.0,-0.6
CCOc1ccc(CCNC(=O)CN2C(=O)COc3ccc(S(=O)(=O)N4CCCCCC4)cc32)cc1,105.0,0.3
CCOC(=O)c1sc2nc(C)cc(C)c2c1NC(=O)Nc1ccc(Cl)cc1,108.0,0.6

More compounds:
SMILES,Polio RdRp inh,Polio RdRp inh FP z-score
COc1cc(C2NC(=O)N(C)C3=C2C(=O)N(c2ccccc2)C3)ccc1O (centres undefined),110.0,1.4
CCOc1ccc(C(=O)CCc2nc3ccccc3s2)cc1,108.0,0.7
COc1cccc(-n2c(=O)c3c(C)c(C)sc3n(CC(=O)NCCc3ccc(OC)c(OC)c3)c2=O)c1,111.0,1.1
Cc1cc(N2CCN(C)CC2)nc2ccc(NC(=O)NCc3ccc(F)cc3)cc12,100.0,-0.3
C/C(=N\NS(C)(=O)=O)c1ccc(Br)cc1,100.0,0
COc1ccc(C(C)(C)C)cc1NC(=O)COC(=O)CC1CCCC1,101.0,-0.3
CCNc1nc(NC(C)(C)C)nc(Oc2ccc(=O)n(C)n2)n1,103.0,-0.4
COc1ccc(C(=O)Nc2ccc(N3CCOCC3)c(C(F)(F)F)c2)cc1OC,99.0,-1.6
CC1CC(=O)C2=C(C1)Nc1ncnn1C2c1cc(F)cc(F)c1 (centres undefined),102.0,0.4
O=C(NN1C(=O)CSC1=S)c1ccccc1,100.0,-0.5
CN(Cc1ccc(Cl)s1)Cn1c(=O)oc2ccccc21,102.0,-0.2
CC12CCC(=O)N1C(C(=O)O)Cc1c2[nH]c2ccccc12 (centres undefined),85.0*,-1.7*
CCCN(CC(=O)N1CCc2ccccc21)S(=O)(=O)c1cccc(C(F)(F)F)c1,101.0,-0.3
CCC(Sc1nc2ccccc2c2nc3ccccc3n12)C(=O)N1CCOCC1 (centres undefined),102.0,0
Cc1ccc(C)n1-c1nnc(N2CCCC(C(=O)NCc3cccc(F)c3)C2)s1 (centres undefined),104.0,-1
Cc1cc(C(=O)Cn2cnc3sccc3c2=O)c(C)n1CC1COc2ccccc2O1 (centres undefined),109.0,1.3
O=C(Cc1ccccc1F)Nc1cc2c(cc1Br)OCCO2,106.0,0.5
COc1cccc(C(c2c(O)[nH]c(=S)[nH]c2=O)N2CCOCC2)c1OC (centres undefined),99.0,-0.8
CCN(CC)S(=O)(=O)c1ccc2c(c1)N(CC(=O)N1CCN(c3cccc(C(F)(F)F)c3)CC1)C(=O)CO2,111.0,0.9
COC(=O)c1c(-c2cccs2)csc1NC(=O)c1cc(OC)c(OC)c(OC)c1,73.0*,-3*
CC1Cc2ccccc2N1C(=O)COC(=O)c1n[nH]c2ccccc12 (centres undefined),100.0,-0.8
N#Cc1ccc(C=Nc2cc(Cl)c(N)cc2Cl)cc1,102.0,0.5
O=C(Cn1cccc1)Nc1cccc(F)c1,100.0,-1
Cn1c(=O)c2c(SCC(=O)N3CCc4ccccc43)nc(-c3ccc(Cl)cc3)nc2n(C)c1=O,112.0,0.9
COc1cccc(NC(=O)N(Cc2ccc(C)cc2)Cc2cccn2-c2nnc(N3CCCC3=O)s2)c1,104.0,1.2
Clc1nc2ccccc2c(N2CCCCC2)c1CNCc1ccco1,101.0,-0.1
CNC(=O)COc1coc(CN2c3ccccc3CC2C)cc1=O (centres undefined),106.0,1.5
CCOC(=O)c1cc(-c2ccccc2)n(CC(=O)NCc2ccc(C)cc2)c1C,99.0,-0.8
CN1C(=O)c2ccccc2Sc2ccc(NC(=O)NCc3ccccc3Br)cc21,107.0,0
Cc1cc(C(=O)OCc2cc(Cl)cc3c2OCOC3)c2ccccc2n1,104.0,0.2

Other entries
SMILES,Polio RdRp inh,Polio RdRp inh FP z-score
CCOc1ccc(/C=C(\C#N)c2nc3ccccc3c(=O)[nH]2)cc1OC,104.0,-0.1
CN(C1CCCCC1)S(=O)(=O)c1ccc(S(=O)(=O)N(Cc2cccs2)CC2CCCO2)cc1 (centres undefined),101.0,-0.4
Cc1ccc2c(c1)N(C(=O)n1ccnc1)CC(C)O2 (centres undefined),102.0,-0.4
O=C(CN1CCN(S(=O)(=O)/C=C/c2ccccc2)CC1)NC1CCCc2ccccc21 (centres undefined),99.0,-0.8
CC(C)c1ccc(NC(=O)C2CC(=O)NC(N3CCN(c4ccccn4)CC3)=N2)cc1 (centres undefined),103.0,0.5
NC(=O)COC(=O)c1ccc2c(c1)C(=O)N(Cc1ccco1)C2=O,103.0,-0.1
Cc1c(NC(=S)NCCCN2CCOCC2)c(=O)n(-c2ccccc2)n1C,100.0,-0.1
N#CCC(=O)Nc1cccc(Cl)c1Cl,111.0,0.9
CCN(C(=O)CCn1cnc2onc(-c3ccc(F)cc3)c2c1=O)c1ccc(OC)cc1,112.0,0.6
CCCCCOc1ccc(C2N=C(N)Nc3nc4ccccc4n32)cc1 (centres undefined),103.0,0.2
COc1ccc(-c2nc3ncccc3o2)cc1NC(=O)C(C)Oc1ccc(Cl)cc1Cl (centres undefined),102.0,0
CCOC(=O)c1ccc2c(c1)N(CC(=O)Nc1ccc(C)cc1C)C(=O)c1ccccc1S2,110.0,0.9
CC(=O)Nc1ccc(S(=O)(=O)n2c(N)c(C#N)c3nc4ccccc4nc32)cc1,103.0,-0.5
Cc1cc(Nc2ccc(F)cc2F)nc(-n2nc(C)cc2C)n1,105.0,-0.6
COc1cccc(C(=O)COC(=O)C(C)N2C(=O)C3C4C=CC(C4)C3C2=O)c1 (centres undefined),101.0,-0.1
Nc1n(N)c2ccccc2[n+]1CC(=O)c1ccccc1,103.0,0.4
NC(=O)CC(=O)NC12CC3CC(CC(C3)C1)C2,102.0,0.8
O=C1NC2(CCN(C(=O)Nc3ccccc3)CC2)Oc2ccccc21,102.0,0
CN1C2CCC1CC(OC(=O)CCN1CCCC1)C2 (centres undefined),98.0,-0.4
c1nc(N2CCC2)c2ccsc2n1,104.0,0.3
Cc1cc(C)c(C(=O)C/C(=N/O)C(F)(F)F)c(=O)[nH]1,103.0,0.2
NS(=O)(=O)c1ccc(C(=O)Nc2ccc(-c3cn4c(n3)SCC4)cc2)cc1,101.0,-0.1
CCOC(=O)c1oc2ccccc2c1CSc1nnc(Cc2cccs2)n1CCc1ccccc1,110.0,0.9
CCc1nn(CC(=O)NCCCN(CC)CC)c(=O)c2cc3occc3n12,107.0,-0.2
Cc1c(C(=O)OC(C)C(=O)N(C)Cc2ccccc2)oc2ccccc12 (centres undefined),99.0,-0.5
Cc1ccc(C2=NN(C(=O)CCC(=O)O)C(c3cn(-c4ccccc4)nc3-c3ccc(C)cc3)C2)cc1 (centres undefined),100.0,-0.2
O=C(CN1CCCCCC1)NCc1ccccc1,101.0,0.2
O=C(Cn1nc(C(F)(F)F)c2c1CCCC2)Nc1cccc(Cl)c1,103.0,-0.2
Cc1ccc(NC(=O)Cn2nnnc2-c2ccccc2N)cc1,108.0,0.2
Clc1cc(Cl)cc(-c2nnc(N3CCCC3)o2)c1,100.0,-0.5
